ATG4B inhibitor: blocks human ATG4B protease cleavage of LC3 substrate; 340,000 compounds, 0.51% hits; inhibition, % at 8.33 µM; AID 504462; Q9Y4P1; ATG4B cleavage of LC3-PLA2, NBD-HPC fluorescence, 1 h; in the data active means inhibition above about 40%
Target sequence (Q9Y4P1 whole entry, looked up): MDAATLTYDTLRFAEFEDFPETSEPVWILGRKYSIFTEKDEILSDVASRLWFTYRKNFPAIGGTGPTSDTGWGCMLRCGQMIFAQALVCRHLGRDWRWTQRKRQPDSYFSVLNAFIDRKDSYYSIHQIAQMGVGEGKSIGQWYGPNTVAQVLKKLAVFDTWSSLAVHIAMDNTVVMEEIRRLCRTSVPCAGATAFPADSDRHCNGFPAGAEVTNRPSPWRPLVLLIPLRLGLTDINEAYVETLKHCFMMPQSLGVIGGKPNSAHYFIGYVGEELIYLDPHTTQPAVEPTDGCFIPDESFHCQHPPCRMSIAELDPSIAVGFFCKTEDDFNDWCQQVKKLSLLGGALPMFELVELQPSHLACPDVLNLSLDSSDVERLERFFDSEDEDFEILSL
Gli-Sufu antag: Gli-Sufu pathway antagonism; Sufu-KO-LIGHT fibroblasts, Gli luciferase reporter luminescence; inhibition, % at 5 µM; 340,000 compounds, 0.74% hits; AID 588413;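 active means inhibition above about 55%, limit read from the data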;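 further: 0% = DMSO-treated cells and 100% = wells with medium but no cells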
APJ agonist: agonists of human APJ apelin receptor. 330,000 compounds, 0.11% hits. activation, % at 20 µM. AID 2520. P35414. CHO-K1 APJ PathHunter beta-arrestin, luminescence; 0% DMSO wells, 100% apelin;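 active means activation more than six SD over the plate average, tested at 20 µM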;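 further: 0% = DMSO alone and 100% = apelin-13 at 10 nM; some results filed as inactive read as strong as hits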
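Assay system: engineered CHO-K1 APJ arrestin reporter cells; Amount: 1000 CHO-K1 reporter cells seeded per well; Dosing: one dose, 20 µM compound, 1% DMSO; Times: compound stimulation 90 min at 25 °C, detection 60 min; Measured by: luminescent beta-gal fragment complementation, chemiluminescent substrate; Read-out: APJ–arrestin association signal; Controls: DMSO vs Apelin-13 10 nM.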
CXCR6 block: CXCR6 (human) receptor inhibition | CHO-K1 PathHunter CXCR6 beta-arrestin, luminescence | inhibition, % at 20 µM | 360,000 compounds, 0.36% hits | AID 602244; in the data active means inhibition above about 34%, passing the limit was not always enough;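 further: antagonist mode with CXCL16 agonist at 10 nM final; 0% = 10 nM CXCL16 with DMSO and 100% = unstimulated wells without agonist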
Target sequence (O00574 whole entry, looked up): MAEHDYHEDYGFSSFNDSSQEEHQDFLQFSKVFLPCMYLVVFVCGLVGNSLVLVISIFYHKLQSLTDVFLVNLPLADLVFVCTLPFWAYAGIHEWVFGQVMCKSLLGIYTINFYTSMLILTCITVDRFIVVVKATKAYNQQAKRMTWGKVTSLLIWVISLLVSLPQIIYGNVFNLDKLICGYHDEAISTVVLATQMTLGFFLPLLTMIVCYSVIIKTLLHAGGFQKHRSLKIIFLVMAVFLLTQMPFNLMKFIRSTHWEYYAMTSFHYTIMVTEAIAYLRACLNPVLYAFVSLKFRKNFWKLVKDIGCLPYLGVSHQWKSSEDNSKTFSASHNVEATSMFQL
EBI2 antag: antagonists of human EBI2 receptor | inhibition, % at 5 µM | EBI2 beta-arrestin recruitment, luminescence, 7a,25-OHC stimulated | 360,000 compounds, 0.81% hits | P32249 | AID 651636; in the data active means inhibition above about 38%;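 further: enzyme fragment complementation signal reports receptor beta-arrestin coupling in cells; 0% = agonist plus DMSO wells and 100% = wells without agonist; some results beyond the cut were filed as inactive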
CCR6 antagonist: CCR6 (human) receptor antagonism | CHO-K1 CCR6 PathHunter beta-arrestin, luminescence, CCL20-stimulated | inhibition, % at 20 µM | 340,000 compounds, 0.49% hits;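 active means compounds whose inhibition of the agonist-driven luminescence signal at 20 µM reaches about 50%, limit read from the data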;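 further: cells stimulated with CCL20 at 14 nM final; plate controls were DMSO with CCL20 for no effect and DMSO without agonist for full effect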
Target sequence (P51684 whole entry, looked up): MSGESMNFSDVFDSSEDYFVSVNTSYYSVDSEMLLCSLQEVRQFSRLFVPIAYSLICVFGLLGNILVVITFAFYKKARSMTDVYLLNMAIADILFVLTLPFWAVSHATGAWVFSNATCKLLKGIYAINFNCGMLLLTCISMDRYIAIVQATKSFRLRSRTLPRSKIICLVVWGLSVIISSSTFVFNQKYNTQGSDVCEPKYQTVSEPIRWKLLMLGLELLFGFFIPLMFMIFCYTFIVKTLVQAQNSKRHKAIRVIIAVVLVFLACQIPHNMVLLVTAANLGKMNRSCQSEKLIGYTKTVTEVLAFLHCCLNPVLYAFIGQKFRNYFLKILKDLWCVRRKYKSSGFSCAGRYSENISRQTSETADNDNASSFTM
UBC13 inh: inhibitors of human UBC13 polyubiquitin chain formation; P61088; TR-FRET; inhibition, % at 20 µM; 330,000 compounds, 0.47% hits; AID 485273; in the data active means inhibition above about 45%, passing the limit was not always enough
APJ antag: APJ receptor antagonism; P35414; CHO-K1 APJ beta-arrestin complementation, luminescence; 330,000 compounds, 0.32% hits; inhibition, % at 20 µM;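 active means inhibition above about 40% at 20 µM, limit read from the data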;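 further: cells challenged with 10 nM apelin-13 agonist together with compound; plate controls were apelin-13 plus DMSO wells for no effect and DMSO wells lacking apelin-13 for full effect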
An asterisk follows results filed as active; . = no result given.

SMILES	ATG4B inhibitor	Gli-Sufu antag	APJ agonist	CXCR6 block	EBI2 antag	CCR6 antagonist	UBC13 inh	APJ antag
COc1ccc(OC)c(S(=O)(=O)NC2CC(=O)N(c3ccc(C)c(C)c3)C2)c1 (stereo not drawn)	-15	-2	4	0	0	19	2	6
CC(C)CCN1CC(=O)N2Cc3[nH]c4ccccc4c3C[C@H]2C1=O	-7	3	-3	1	-1	9	3	14
COc1ccc(OC)c(NC(=O)C2CC(=O)N(c3ccc(Br)cc3)C2)c1 (stereo not drawn)	0	2	-5	-8	14	19	-4	10
COc1cccc(/C=N/n2c(-c3cc(C)[nH]n3)n[nH]c2=S)c1O	-5	1	-3	7	-1	23	0	1
C/C(=N\NC(=S)NCCc1ccccc1)c1cccs1	-7	-8	-3	22	23	35	-12	10
O=C(NCCCN1CCOCC1)c1cc(-c2ccc(Cl)c(Cl)c2)on1	7	-5	0	1	5	3	-3	-17
COC(=O)c1cc2sc(Cl)cc2n1CC(=O)NCCC(C)C	-11	4	-1	-2	7	6	-17	1
COc1ccc(CC(=O)O/N=C(\N)Cc2cccc3ccccc23)cc1OC	5	0	2	-9	-6	5	-12	-30
CC(C)(C)Nc1c2ccccc2nc2ccccc12	0	.	-1	-5	2	2	-2	-12
Cc1nc2ccccn2c1C(=O)NC1CCCC1	13	6	-1	2	-1	-2	-11	5
CCn1c(=O)c(=O)[nH]c2cc(C(=O)NC3CCCc4ccccc43)ccc21 (stereo not drawn)	6	-5	-4	6	-19	-12	-9	7
CCOc1ccc(/C=N/NC(=O)c2cc3ccccc3cc2OC)cc1	11	9	1	-7	11	14	2	-16

Entries from the list above with a carbonyl joined to an NH by a bond outside any ring (six):
SMILES	ATG4B inhibitor	Gli-Sufu antag	APJ agonist	CXCR6 block	EBI2 antag	CCR6 antagonist	UBC13 inh	APJ antag
COc1ccc(OC)c(NC(=O)C2CC(=O)N(c3ccc(Br)cc3)C2)c1 (stereo not drawn)	0	2	-5	-8	14	19	-4	10
O=C(NCCCN1CCOCC1)c1cc(-c2ccc(Cl)c(Cl)c2)on1	7	-5	0	1	5	3	-3	-17
COC(=O)c1cc2sc(Cl)cc2n1CC(=O)NCCC(C)C	-11	4	-1	-2	7	6	-17	1
Cc1nc2ccccn2c1C(=O)NC1CCCC1	13	6	-1	2	-1	-2	-11	5
CCn1c(=O)c(=O)[nH]c2cc(C(=O)NC3CCCc4ccccc43)ccc21 (stereo not drawn)	6	-5	-4	6	-19	-12	-9	7
CCOc1ccc(/C=N/NC(=O)c2cc3ccccc3cc2OC)cc1	11	9	1	-7	11	14	2	-16

(more compounds)
SMILES	ATG4B inhibitor	Gli-Sufu antag	APJ agonist	CXCR6 block	EBI2 antag	CCR6 antagonist	UBC13 inh	APJ antag
CCOc1ccc(OCC)c(S(=O)(=O)NCCOC23CC4CC(CC(C4)C2)C3)c1	-11	52	-3	6	13	12	-3	-4
O=C(OCC(=O)N(C1CCCCC1)C1CCCCC1)c1ccc(Cl)nc1	4	-9	-4	2	8	5	2	14
COc1cc(C(=O)N2CCCC(c3nc(-c4cccs4)no3)C2)cc(OC)c1OC (stereo not drawn)	-9	2	-4	5	1	10	8	-7
O=C(c1ccncc1)N1CCN(S(=O)(=O)c2cccc(Cl)c2)CC1	1	1	0	4	8	3	0	-57
O=C(Nc1ccc(F)cc1)C(c1ccccc1)N1CCN(C(=O)c2ccco2)CC1 (stereo not drawn)	-1	9	-2	-4	-12	12	-1	-3
Cc1ccc(-n2cc(CN3CCCN(C=O)CC3)c(-c3ccc(F)cc3)n2)cc1	10	17	-3	9	0	-7	8	3
O=C(c1ccc(NS(=O)(=O)c2ccc3[nH]c(=O)[nH]c3c2)cc1)N1CCCC(C(F)(F)F)C1 (stereo not drawn)	-13	-6	5	3	0	-4	0	7
Cc1nn(Cc2ccc(Cl)cc2Cl)c(C)c1NC(=O)c1sc2ccccc2c1Cl	-5	-4	3	-2	25	5	-11	-15
Cc1onc(-c2c(F)cccc2Cl)c1C(N)=S	-10	-3	-1	1	5	7	1	9
S=c1[nH]nc(Cc2ccc(Cl)cc2)n1-c1ccc2c(c1)OCCO2	-9	3	-1	0	-2	-29	-6	-11
COc1ccc(N2CCN(C(c3nnnn3C3CCCC3)C(C)C)CC2)cc1 (stereo not drawn)	-2	17	-2	5	1	8	3	8
Cc1ccc(C(O)(CCN2CCCCC2)c2ccccc2)cc1 (stereo not drawn)	5	-8	-2	9	2	1	7	0
Cc1cc(OC(=O)c2cc(C(F)(F)F)cc(C(F)(F)F)c2)c([N+](=O)[O-])c(=O)[nH]1	-10	1	0	-2	-2	4	-17	-2
COc1cccc(C2=NC(C)(C)NC(c3ccccc3O)C2)c1 (stereo not drawn)	29	3	-3	2	24	18	-5	-7
COc1ccccc1-c1cc(C(=O)NCc2ccccc2)no1	31	-2	0	3	17	-5	0	-7
CCC(C)NC(=O)c1ccc2nc(-c3ccc(OC)c(OC)c3)c(-c3ccc(OC)c(OC)c3)nc2c1 (stereo not drawn)	-1	7	1	4	-2	13	7	2
CNC(=S)N(C)[C@H]1c2c(ccc3ccccc23)OC[C@H]1CO	-2	2	-2	-1	-10	6	-2	11
CC1=CC(C2CC(=O)N(c3ccccc3C)C2=O)CC2C(=O)N(c3ccccc3C)C(=O)C12 (stereo not drawn)	6	-31	-2	-9	-10	7	-18	3
COc1ccc(OC)c(S(=O)(=O)N2CCc3ccccc32)c1	-15	4	-1	11	-1	-1	1	-1
CC(C)(C)c1ccc(Oc2ncccc2NC(=O)c2cccs2)cc1	-6	0	0	2	0	18	2	0
Fc1ccc(C(CCNCc2ccccn2)c2ccc(Cl)cc2)cc1 (stereo not drawn)	1	-8	-5	2	2	11	18	6
CCN(CC)S(=O)(=O)c1cccc(-c2n[nH]c(=S)n2/N=C/c2ccc(Br)cc2)c1	-4	7	-1	3	17	28	-4	-8
CC1CCCN(C(C(=O)Nc2ccc3c(c2)OCO3)c2ccccc2)C1 (stereo not drawn)	-3	5	-6	4	3	25	-7	-48
O=C(c1cnn(-c2cccc(F)c2)c1)c1ccccc1O	12	-19	-6	-3	14	10	3	20
COc1ccc(C(=O)COc2ccccc2C(=O)Nc2ccccc2)cc1	1	-10	-4	7	4	9	-4	-5
COc1ccc(NC(=O)c2cccc(Oc3ccccc3)c2)cn1	-7	19	0	-2	-7	14	-5	-2
CCC(C)N1CC(=O)N2C(c3ccc(OC)cc3OC)c3[nH]c4ccccc4c3C[C@H]2C1=O (stereo partly drawn)	-4	-4	-2	-4	-5	-1	6	16
COC(=O)[C@@]1(Cc2ccccc2)[C@H]2C(=O)N(C)C(=O)[C@H]2[C@H]2CN=C(SCc3ccccc3)N21	0	-2	.	3	1	23	.	.
COC(=O)NC1CSCC1OC(=O)c1ccc(Br)cc1 (stereo not drawn)	-6	-3	-2	-8	-3	-1	-4	-6
O=C(Cc1ccccc1[N+](=O)[O-])N1CCc2ccccc2C1	-1	-29	-4	1	-7	9	-2	6
O=C(CCS(=O)(=O)Cc1ccccc1)N1CCN(c2ccccc2)CC1	0	6	-4	6	5	-8	2	9
CCOc1ccc(C(=O)NCc2ccc3c(c2)OCO3)cc1	2	-9	-2	-3	15	11	1	-8
O=[N+]([O-])c1ccc(COc2ccc(Br)cc2CN2CCOCC2)cc1	-6	21	-3	-9	6	22	11	-8
CCc1ccc(NC(=S)Nc2cccc(OC)c2)cc1	-5	3	-5	9	50*	6	1	-5
CCOC(=O)c1ccc(C(=O)NNC(=O)C2CC=CCC2)cc1 (stereo not drawn)	2	-4	-4	-4	5	2	0	8
CCCC(C(=O)NCc1ccco1)N(Cc1ccco1)C(=O)CNS(=O)(=O)c1ccccc1 (stereo not drawn)	-7	21	2	5	10	10	-9	5
COc1ccc(C2SCCN2S(=O)(=O)c2ccc(NC(C)=O)cc2)cc1 (stereo not drawn)	-4	-1	-2	0	-5	8	2	-6
CN(C)C(=O)CSc1nc2ccc(C(=O)c3ccccc3)cc2[nH]1	-7	-5	-4	2	-6	9	-4	-5
O=C(COC(=O)c1c(F)cccc1F)Nc1ccc2[nH]c(=O)[nH]c2c1	-6	5	-3	-5	9	11	-16	9
Cc1ccc(C)c(C(=O)CSc2nc3ccccc3c(=O)[nH]2)c1	-13	6	-2	1	9	-8	-3	7
COC(=O)c1cc(S(=O)(=O)N2CCN(c3cccc(C)c3)C(C)C2)c[nH]1 (stereo not drawn)	6	-1	1	2	1	6	-1	4
CC(OC(=O)c1cccc(Cl)c1)C(=O)NC1CCCCC1C (stereo not drawn)	-2	-3	-5	4	6	9	7	11
CC1=C(C(=O)Nc2ccc(Cl)cc2)C(c2cccs2)n2nnnc2N1 (stereo not drawn)	-13	1	-1	-2	-5	16	11	8
Cc1c(C(=O)N(C)Cc2cccc(F)c2)oc2c(Cl)cccc12	9	-8	-2	0	19	23	-2	-1
Cc1cc(NC(=O)COc2ccc(C(C)(C)C)cc2)no1	-1	-3	-3	-2	-1	21	-1	11
COc1cccc(C2C(C(=O)c3ccc(C)o3)=C(O)C(=O)N2CCN2CCOCC2)c1 (stereo not drawn)	7	-14	6	5	1	3	-19	-2
CCN1C(=O)C(c2ccc(O)cc2)(c2ccc(O)cc2)c2ccccc21	1	6	-4	-2	-8	22	0	-1
CCCc1cc(=O)oc2c(C)c(OCC(=O)Nc3ccccn3)ccc12	6	-29	-3	-2	5	22	-4	-23
COc1cccc(CNC(=O)CN2c3cccc4cccc(c34)S2(=O)=O)c1	-8	3	4	-13	-3	-4	-1	-22
CCc1nnc(NC(=O)CSc2nc3[nH]ncc3c(=O)[nH]2)s1	-1	-9	0	-1	-6	12	-7	2
CN(C)c1ccc(N/C=C/C(=O)c2ccccc2)cc1	-2	-49	-2	10	15	5	-34	8
COc1ccc(OCC(=O)Nc2ccccc2C(=O)N2CCOCC2)cc1	-4	2	-6	-3	-1	5	-6	-19
O=C(NC1CC1)C1=C[C@@H](C2CCCCC2)C[C@@H](OCCCCO)O1	-4	24	-5	7	-7	5	3	10
C#CCOCCOCCOCCNc1nc(N2CCN(C(=O)[C@H]([C@@H](C)CC)n3cc(CCCCN)nn3)CC2)nc(N2CCN(C(=O)[C@H](CCCCN)n3cc(CCCC)nn3)CC2)n1	-9	1	2	-2	2	3	40	-1
COc1ccc(NC(=O)CSc2ccccc2)c(OC)c1	15	12	-2	0	-11	11	4	-4
Cc1cc(NS(=O)(=O)c2ccc(NC(=O)CNS(=O)(=O)c3ccccc3)cc2)nc(C)n1	1	-6	-3	1	-2	8	5	-4
COc1nc(-c2cccc([N+](=O)[O-])c2)nc2ccccc12	-5	1	-5	-7	18	8	-5	11
Cc1ccc(S(=O)(=O)N2CCCCC2C(=O)N2CCN(c3ccccc3F)CC2)cc1 (stereo not drawn)	0	7	3	4	1	24	3	-1
Cc1nn(-c2ccccc2)c(Cl)c1/C=N\NC(=O)c1cnccn1	-1	-29	2	-3	-3	-2	-1	9
O=C1CC(c2c[nH]c3ccccc23)C(=O)N1 (stereo not drawn)	-8	6	-1	0	2	-1	-5	5
Additional structures:
SMILES	ATG4B inhibitor	Gli-Sufu antag	APJ agonist	CXCR6 block	EBI2 antag	CCR6 antagonist	UBC13 inh	APJ antag
C/C(=C\c1ccccc1)CN1CCN(c2ccccc2)CC1	-1	0	1	-9	-4	0	-3	5
Cc1c2ccccc2nc2ccccc12	-7	0	-5	-27	-3	3	0	14
O=C(NCc1csc(-c2cccs2)n1)C1CC1	-1	-13	0	3	1	3	-1	8
CCOC(=O)C1CCCCN1Cc1cccc(F)c1 (stereo not drawn)	2	8	0	-3	5	2	0	17
CC1=CC(c2ccccc2)n2nc(NC(=O)CCCC(=O)O)nc2N1 (stereo not drawn)	3	2	0	1	0	6	11	-7
COc1ccccc1-n1c(C)cc(C=O)c1C	-5	5	-4	5	-3	13	1	-17
CCn1cc(C(=O)OCC(=O)c2ccccc2)c(=O)c2ccc(C)nc21	7	-12	.	-4	-7	13	.	.

Source: PubChem BioAssay (Sanford-Burnham Center for Chemical Genomics)
